Screening results from PubChem BioAssay.
Ecoli viability = E. coli V3065 growth inhibition, primary screen, counter-screen for AddAB inhibitor project, absorbance, OD600 | 18 h | inhibition, % at 11.9 µM | 330,000 compounds, 0.27% hits | AID 449728, 2010;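 active = inhibition above the campaign's mean inhibition across all tested compounds plus 3 SD, cut at about 9.9% in these data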;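 note: uninfected addAB+ strain grown without phage in ampicillin broth; 0% = DMSO wells and 100% = ciprofloxacin 0.95 µg/ml wells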
CAL PDZ FP-1 = untagged CAL PDZ binding inhibitors, primary screen, biochemical, fluorescence polarization, HTS; purified CAL PDZ, TMR-peptide fluorescence polarization, 1 h; inhibition, % at 24.9 µM; 300,000 compounds, 0.92% hits; AID 602252, 2012;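 active = mean inhibition of at least 30% with at least half of replicates also reaching 30%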;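 note: 0% = DMSO neutral control and 100% = excess unlabeled competitor peptide PRC23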
MITF act = activators of MITF-driven TRPM1 promoter reporter, primary screen, cell-based, SK-MEL-5, luciferase, single point | SK-MEL-5 TRPM1-promoter luciferase, 24 h; % of positive control, neutral wells = 0 | activation, % at 12.5 µM | 300,000 compounds, 0.75% hits;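 active = mean activation of at least 80% with every replicate also reaching 80%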;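 note: 0% = neutral control wells and 100% = parthenolide positive control wells; values of inactives mirror those of a sister screen read the other way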
SR-BI DiI-HDL act = activators of SR-BI mediated DiI-HDL uptake, primary screen, ldlA[mSR-BI] CHO cells, DiI fluorescence; 320,000 compounds, 0.096% hits; AID 504775, 2011; 3 h; 100 = double the neutral-control signal; activation, % at 12.5 µM;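 active = mean replicate activation of at least 60% and every replicate at or above 60%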;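 note: 0% = median plate neutral-control signal and 100% = twice that signal; values of inactives mirror those of a sister screen read the other way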
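Test system: SR-BI-overexpressing, LDLR-lacking CHO cells. Measured by: DiI fluorescence, bottom read. Medium: Ham's F12 with 0.5% BSA, HEPES 25 mM, pH 7.4. Timing: 3 h uptake period with compound, 37 °C.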
Tat export inh = E. coli Tat export inhibitors, primary screen, MC4100, TorA-mCherry reporter, fluorescence, single point | inhibition, % at 10 µM | 340,000 compounds, 0.036% hits;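 active = mean replicate inhibition at least 50% and at least half of replicates individually reaching 50%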;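 note: exported cargo escapes ClpAP degradation while cytoplasmic cargo is degraded and loses fluorescence; 0% = median of neutral control wells and 100% = median of NaSCN control wells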
SR-BI DiI inh = inhibitors of SR-BI mediated HDL lipid uptake, primary screen, ldlA[mSR-BI] cells, fluorescence, single point; Scavenger receptor class B member 1 (Mus musculus), Q61009; ldlA[mSR-BI] CHO cells, DiI-HDL uptake fluorescence, 3 h; inhibition, % at 12.5 µM; 320,000 compounds, 0.96% hits;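 active = mean replicate inhibition of at least 70% and a set share of replicates each scoring 70 or more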;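 note: 0% = median of neutral control wells and 100% = median of positive control wells; values of inactives mirror those of a sister screen read the other way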
Target sequence (Q61009 whole entry, looked up): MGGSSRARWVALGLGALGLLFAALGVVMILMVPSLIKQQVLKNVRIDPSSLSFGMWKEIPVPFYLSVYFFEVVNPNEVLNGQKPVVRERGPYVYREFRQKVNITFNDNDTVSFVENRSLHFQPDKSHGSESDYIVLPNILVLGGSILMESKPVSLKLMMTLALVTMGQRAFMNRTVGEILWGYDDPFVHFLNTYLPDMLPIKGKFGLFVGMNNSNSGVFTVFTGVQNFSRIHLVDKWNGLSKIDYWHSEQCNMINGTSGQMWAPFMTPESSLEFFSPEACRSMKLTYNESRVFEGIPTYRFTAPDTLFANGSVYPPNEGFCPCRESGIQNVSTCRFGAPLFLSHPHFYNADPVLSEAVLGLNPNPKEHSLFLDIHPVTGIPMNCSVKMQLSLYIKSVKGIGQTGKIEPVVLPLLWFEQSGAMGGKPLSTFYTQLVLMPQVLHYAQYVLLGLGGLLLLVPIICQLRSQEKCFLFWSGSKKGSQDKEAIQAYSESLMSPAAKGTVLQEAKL
Wnt act = Wnt/beta-catenin pathway activators, primary screen, cell-based, plate reader, single point; 300,000 compounds, 1.2% hits; activation, % at 9.35 µM; Wnt/beta-catenin reporter cell assay, activator; in the data active = activation above about 30%, passing the limit was not always enough;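 note: 0% = neutral control wells and 100% = positive control wells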
phage Ecoli inh = growth loss of phage-infected E. coli, primary screen, RecBCD inhibitor project, absorbance, with phage, HTS. inhibition, % at 11.9 µM. AID 651602, 2012. 360,000 compounds, 0.26% hits; in the data active = inhibition above about 11%
AddAB inh = growth inhibition of E. coli expressing H. pylori AddAB, primary screen, AddAB inhibitor project, absorbance. inhibition, % at 11.9 µM. 330,000 compounds, 0.29% hits; in the data active = inhibition above about 12%;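 note: 0% = vehicle wells of infected cells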
CAL PDZ FP-2 = CAL PDZ peptide-binding inhibitors, primary screen, biochemical, fluorescence polarization, Cer-tagged CAL PDZ, HTS | Golgi-associated PDZ and coiled-coil motif-containing protein (Homo sapiens), Q9HD26 | purified CAL PDZ, TMR-peptide fluorescence polarization, 1 h | inhibition, % at 20 µM | 330,000 compounds, 0.02% hits | AID 504414, 2011;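 active = highest replicate inhibition of at least 40%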;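 note: plate controls were DMSO neutral control wells for no effect and unlabeled competitor peptide control wells for full effect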
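Read-out basis: mP drop reported as inhibition | Assay system: Tagged CAL PDZ protein CerCALP, purified | Benchmarks: Unlabelled peptide for full inhibition, DMSO wells as neutral | Schedule: 1 h incubation at room temperature before polarization reading | Buffer or medium: Sodium phosphate/NaCl buffer pH 7.4 with TCEP, IgG, Thesit | Doses: Single point, 20 µM | Measured by: Fluorescence polarization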
An asterisk follows results filed as active; . = not tested or not shown.

item | canonical_smiles | Ecoli viability | CAL PDZ FP-1 | MITF act | SR-BI DiI-HDL act | Tat export inh
1 | O=C(COC(=O)COc1cc(Cl)c(Cl)cc1Cl)NC1CC1 | 0.9 | . | -4 | 23 | 10
2 | N#CC1(C#N)COC23CCCCC2C1(C#N)C(=N)O3 (centres undefined) | -2.2 | 2 | . | -5 | 9
3 | CCN(CC(=O)NCc1ccc(F)cc1)C(=O)c1ccc2c(c1)OCO2 | 2.1 | -6 | 6 | -1 | 2
4 | O=C(c1cccc(Cl)c1)C1CCCN(C(=O)c2ccc3c(c2)OCO3)C1 (centres undefined) | -0.8 | 2 | 3 | -2 | 8
5 | Cc1ccc(S(=O)(=O)Nc2ccc(C(=O)NCCCN3CCOCC3)cc2)cc1[N+](=O)[O-] | -0.1 | -2 | 14 | 14 | -3
6 | COC(=O)c1cc(OCC(=O)Nc2ccc3c(c2)CCC3)cc(C(=O)OC)c1 | -2.2 | -3 | 0 | -67 | 0
7 | Cc1cc(C)c(C=NNc2nc3c([nH]2)c(=O)n(C)c(=O)n3C)c(C)c1 | . | . | 21 | 12 | -8
8 | Cc1ccc(C)c(/C(O)=C2\C(=O)C(=O)N(CCCN3CCOCC3)C2c2cccnc2)c1 (centres undefined) | . | -2 | -9 | . | 0

item | SR-BI DiI inh | Wnt act | phage Ecoli inh | AddAB inh | CAL PDZ FP-2
1 | -23 | -2 | 3.2 | 1.9 | -0.2
2 | 5 | . | -0.8 | 0.6 | -0.3
3 | 1 | -3 | 1.9 | 2.8 | -1.8
4 | 2 | -1 | 5.2 | 1.5 | -1.3
5 | -14 | -2 | 1.1 | 0.7 | -2.4
6 | 67 | -4 | -0.9 | 1.2 | -0.4
7 | -12 | 0 | 4.3 | . | -0.3
8 | . | . | 3.4 | . | -0.2

New compounds follow.
item | canonical_smiles | Ecoli viability | CAL PDZ FP-1 | MITF act | SR-BI DiI-HDL act | Tat export inh
9 | CCOC1=NN(c2ncc(C(F)(F)F)cc2Cl)C(=O)C1 | -0.4 | 2 | 6 | 13 | -3
10 | Cc1ccccc1Nc1nc(N)nc(CSc2n[nH]c(N)n2)n1 | -0.3 | . | 6 | . | 5
11 | N#C/C(=C\c1ccc(OCC(N)=O)cc1)c1ccccc1 | 1.0 | -2 | 33 | 37 | -1
12 | Cc1cc(N2CCCC2)c(F)cc1/C=C\[N+](=O)[O-] | . | . | -17 | -6 | -5
13 | O=C(NC1CCCC1)C(c1ccncc1)N(Cc1ccccc1F)C(=O)c1csnn1 (centres undefined) | -0.3 | -2 | -4 | 6 | -6
14 | CCCCn1c(N)c(NCc2ccccc2)c(=O)[nH]c1=O | -0.3 | -1 | 0 | 9 | -3
15 | O=c1[nH]c2ccc(NS(=O)(=O)c3ccc(F)c(Cl)c3)cc2[nH]1 | 2.1 | 3 | -4 | 0 | 6
16 | O=C(COC(=O)CCCN1C(=O)c2cccc3cccc(c23)C1=O)NC1CCS(=O)(=O)C1 (centres undefined) | . | -3 | 11 | -6 | 0

item | SR-BI DiI inh | Wnt act | phage Ecoli inh | AddAB inh | CAL PDZ FP-2
9 | -13 | -2 | 2.7 | -1.4 | -0.2
10 | . | 0 | 1.2 | -0.7 | 0.7
11 | -37 | -2 | 4.5 | 4.4 | -2.9
12 | 6 | -3 | 3.8 | . | -1.0
13 | -6 | -1 | 0.2 | 4.6 | -1.8
14 | -9 | 0 | 1.3 | 1.2 | -5.1
15 | 0 | 1 | -0.1 | 0.7 | 0.5
16 | 6 | 0 | 2.6 | . | -3.2

(continued)
item | canonical_smiles | Ecoli viability | CAL PDZ FP-1 | MITF act | SR-BI DiI-HDL act | Tat export inh
17 | O=S(=O)(c1ccc2c(c1)nc(COc1ccc(Cl)cc1)n2CC1CCCO1)N1CCOCC1 (centres undefined) | -3.0 | -3 | . | 10 | 10
18 | N#CCCn1cc(/C=N/NC(=O)c2ccncc2)c(-c2ccc(F)cc2)n1 | -2.3 | -1 | -7 | -22 | 1
19 | C=CCNC(=O)COc1ccc(S(=O)(=O)Nc2ccc(OCC)cc2)cc1 | 1.3 | -1 | 1 | 13 | -1
20 | CSc1nc2nc3c(c(=O)n2[nH]1)CN(Cc1ccccc1)CC3 | -2.3 | 4 | 22 | 1 | -5
21 | O=C(Nc1ccccc1)c1ccc(NCc2cccnc2)c(S(=O)(=O)N2CCOCC2)c1 | 0.5 | -4 | . | -30 | 3
22 | COC(=O)C1=NNC2(c3ccc(Cl)cc3)C(=O)N(c3ccc(Cl)cc3)C(=O)C12 (centres undefined) | -0.4 | 1 | -3 | 15 | -6
23 | O=C(O)c1cc(O)c2c(c1)[C@@H]([C@H]1c3cc(C(=O)O)cc(O)c3C(=O)c3c(O[C@@H]4O[C@H](CO)[C@@H](O)[C@H](O)[C@H]4O)cccc31)c1cccc(OC3O[C@H](CO)[C@@H](O)[C@H](O)[C@H]3O)c1C2=O (some centres undefined) | -4.9 | 37* | -16 | 0 | -3
24 | Cc1ccc(NC(=O)CCC(C(=O)O)N2C(=O)c3ccccc3C2=O)cc1 (centres undefined) | 1.4 | -2 | -7 | 22 | -5

item | SR-BI DiI inh | Wnt act | phage Ecoli inh | AddAB inh | CAL PDZ FP-2
17 | -10 | -5 | 3.5 | -1.3 | .
18 | 22 | 2 | 2.2 | 4.2 | -3.2
19 | -13 | . | 3.3 | 0.2 | 0.2
20 | -1 | -2 | 2.9 | -0.9 | -0.8
21 | 30 | -3 | 0.4 | -0.8 | -2.0
22 | -15 | . | 4.8 | 1.7 | 0.6
23 | 0 | -5 | 0.1 | -4.9 | 13
24 | -22 | . | 2.3 | -0.5 | -1.2

New compounds follow
item | canonical_smiles | Ecoli viability | CAL PDZ FP-1 | MITF act | SR-BI DiI-HDL act | Tat export inh
25 | C[C@@H]1CN(Cc2nc(-c3ccc(Cl)cc3)no2)C[C@H](C)O1 | 2.8 | . | 14 | -6 | 2
26 | O=C(CN1CCOCC1)Nc1nc(-c2ccccc2)cs1 | 0.0 | -3 | 2 | -1 | -4
27 | CC(C)Oc1ccc(CN2CCC(n3nccc3NC(=O)c3cccnc3)CC2)cc1 | 0.0 | -3 | 1 | -7 | 6
28 | O=C(NCc1ccccc1)c1ccc(N2C(=O)C3CCCCC3C2=O)cc1 (centres undefined) | -1.1 | -4 | -4 | -11 | 18
29 | Cn1c(=O)[nH]c(=O)c2c1nc(Br)n2CCOc1ccccc1 | 0.7 | 0 | -8 | -6 | -4
30 | COc1cccc(C2CC(=O)N3CN(c4ccccc4F)CSC3=C2C#N)c1 (centres undefined) | -0.2 | -2 | . | 19 | 5
31 | COc1cccc(NC(=O)CSc2ncnc3c2cnn3Cc2ccccc2)c1 | -0.5 | 0 | . | -9 | -6
32 | O=[N+]([O-])c1cccc(C(=S)N2CCN(c3ccccc3F)CC2)c1 | 4.0 | -3 | -7 | -16 | 1

item | SR-BI DiI inh | Wnt act | phage Ecoli inh | AddAB inh | CAL PDZ FP-2
25 | 6 | -2 | 1.3 | 1.9 | -0.6
26 | 1 | 0 | 0.7 | 0.8 | -0.9
27 | 7 | 0 | 1.4 | 1.0 | -0.7
28 | 11 | . | 3.6 | 1.9 | 0.5
29 | 6 | 8 | 2.1 | -1.9 | -1.4
30 | -19 | 4 | 1.8 | -4.3 | -0.3
31 | 9 | . | 1.8 | 4.6 | -1.9
32 | 16 | -4 | 4.4 | 0.2 | 0.0

The list continues.
item | canonical_smiles | Ecoli viability | CAL PDZ FP-1 | MITF act | SR-BI DiI-HDL act | Tat export inh
33 | COC(=O)c1c(-c2cccs2)csc1NC(=O)CN1CCOCC1 | -0.8 | -3 | 21 | -44 | 0
34 | CCOC(=O)CSCc1csc(CC(=O)Nc2ccccc2C)n1 | 2.8 | . | 4 | 6 | -1
35 | C[C@@H](N)C(=O)NC[C@H]1O[C@@H](n2cnc3c(N)ncnc32)[C@H](O)[C@@H]1O | 1.4 | 0 | 1 | 2 | -11
36 | CC(=O)N(CCC(Cc1ccccc1)c1ccc2c(c1)OCO2)Cc1ccccc1F (centres undefined) | 1.1 | -4 | -7 | 12 | 4
37 | COc1ccc(CNC(=O)[C@H](C)NC(=O)N2CCn3c2nc2ccccc23)cc1 | -0.5 | -4 | -9 | 15 | 1
38 | O=C(C[C@H]1C/C=C\CC[C@H](Cc2ccc(F)cc2)C(=O)O[C@@H](c2ccccc2)CNC1=O)N[C@H](CO)Cc1ccccc1 | 0.3 | 2 | -1 | -3 | -1
39 | CCOC(=O)c1cnc2ccc(OCC)cc2c1N1CCN(c2ccccc2OC)CC1 | -0.4 | 1 | . | -35 | 18
40 | COCc1cc(C)nc2sc(C(=O)Nc3ccccc3F)c(N)c12 | 0.6 | -8 | . | -30 | 3

item | SR-BI DiI inh | Wnt act | phage Ecoli inh | AddAB inh | CAL PDZ FP-2
33 | 44 | . | 1.6 | -0.4 | -1.8
34 | -6 | 1 | 0.5 | 0.1 | -0.8
35 | -2 | 0 | . | 0.2 | 1.1
36 | -12 | . | 1.9 | -0.3 | -2.5
37 | -15 | 2 | 0.6 | 0.2 | -3.2
38 | 3 | -8 | 2.4 | -0.6 | -0.2
39 | 35 | . | . | -1.7 | -0.4
40 | 30 | 13 | 3.0 | 2.4 | -0.5

(further entries)
item | canonical_smiles | Ecoli viability | CAL PDZ FP-1 | MITF act | SR-BI DiI-HDL act | Tat export inh
41 | COc1cc(/C=N/Nc2ccc([N+](=O)[O-])cc2S(=O)(=O)N2CCOCC2)cc(OC)c1OC | 0.0 | -4 | 5 | -47 | 2
42 | Cc1ccc(NC(=O)C2CC(=O)N/C(=N/N=C/c3ccco3)S2)cc1C (centres undefined) | -1.0 | -2 | -7 | 15 | 1
43 | CCOC(=O)c1ccc2c(c1)NCc1cccc(OC)c1O2 | -0.8 | -4 | 45 | -25 | -6
44 | Cc1cc(C)c2sc(N(CCCN(C)C)C(=O)c3ccc(S(=O)(=O)N(C)C4CCCCC4)cc3)nc2c1 | -1.6 | -1 | -90 | -31 | 32

item | SR-BI DiI inh | Wnt act | phage Ecoli inh | AddAB inh | CAL PDZ FP-2
41 | 47 | 3 | 1.2 | 3.1 | 0.1
42 | -15 | -1 | . | 3.0 | -1.8
43 | 25 | 24 | 3.9 | 2.2 | 0.5
44 | 31 | -1 | 3.0 | -2.6 | -1.1

Grouped by structure: those above with a thiophene ring, fused or not (two)
item | canonical_smiles | Ecoli viability | CAL PDZ FP-1 | MITF act | SR-BI DiI-HDL act | Tat export inh
33 | COC(=O)c1c(-c2cccs2)csc1NC(=O)CN1CCOCC1 | -0.8 | -3 | 21 | -44 | 0
40 | COCc1cc(C)nc2sc(C(=O)Nc3ccccc3F)c(N)c12 | 0.6 | -8 | . | -30 | 3

item | SR-BI DiI inh | Wnt act | phage Ecoli inh | AddAB inh | CAL PDZ FP-2
33 | 44 | . | 1.6 | -0.4 | -1.8
40 | 30 | 13 | 3.0 | 2.4 | -0.5
